Vif-A3G inh: inhibitors of Vif-APOBEC3G interaction | Q9HC16 | HeLa A3G-eYFP + Vif (tagged APOBEC3G with the HIV-1 protein that degrades it), YFP fluorescence, overnight | Potency, µM (series often up to 46.1 µM), without a hit: at the top dose activity, negative = active, most hits filed as inhibitors | 410,000 compounds, 0.076% hits | AID 602310;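 note: potency is the fitted concentration of half-maximal effect; % is set by controls: 0 for no effect and ±100 for the full control effect; nearly all actives have a fitted effect of over 60% in size; hits raise eYFP signal because A3G escapes Vif-driven loss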
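Read-out is eYFP fluorescence (Ex 488/Em 500-530) from Vif-expressing HeLa A3G-eYFP cells; more signal means A3G escaped Vif-mediated degradation. Cells plated overnight, compound pinned in, incubated overnight at 37 deg C.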
D1 antag: antagonists of human D1 dopamine receptor | activity change, negative = inhibition, % at 10 µM | HEK293 TREx D1 cells, calcium flux, dopamine EC80; stronger effect = lower value | 360,000 compounds, 3.2% hits | AID 504652 | P21728; in the data active = activity change below about -30%; note: % is set by controls: 0 for no effect and ±100 for the full control effect
Target sequence (P21728 whole entry, looked up): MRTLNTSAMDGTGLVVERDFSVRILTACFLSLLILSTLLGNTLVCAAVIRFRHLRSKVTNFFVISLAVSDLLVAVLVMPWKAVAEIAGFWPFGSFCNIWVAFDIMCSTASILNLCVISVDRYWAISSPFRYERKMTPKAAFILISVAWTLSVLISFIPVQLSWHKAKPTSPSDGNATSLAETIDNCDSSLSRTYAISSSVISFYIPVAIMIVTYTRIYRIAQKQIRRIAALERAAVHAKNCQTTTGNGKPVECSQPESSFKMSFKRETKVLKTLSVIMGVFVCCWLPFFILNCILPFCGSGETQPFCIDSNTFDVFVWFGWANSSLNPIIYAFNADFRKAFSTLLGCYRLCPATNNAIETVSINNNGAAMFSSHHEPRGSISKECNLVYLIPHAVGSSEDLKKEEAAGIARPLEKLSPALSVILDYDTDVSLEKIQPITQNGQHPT
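Tetracycline-induced HEK293 T-REx cells with force-coupled D1 receptor were loaded with a no-wash calcium dye. Compound was added after a 10 s baseline and read kinetically for 180 s; EC80 dopamine was then added and calcium flux followed another 180 s.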
D1 PAM: enhances dopamine response at the human D1 receptor. HEK293 TREx D1 cells, calcium flux, dopamine EC20 potentiation. AID 504651. potentiation, % at 10 µM. P21728. 360,000 compounds, 0.036% hits; in the data active = potentiation above about 30%; note: 0% is about no effect
RXFP1 antag: blocks the human relaxin receptor RXFP1; activity change, negative = inhibition, % at 57.5 µM; 350,000 compounds, 0.59% hits; HEK293-RXFP1, relaxin-stimulated cAMP HTRF, 30 min; stronger effect = lower value; Q9HBX9;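 active = activity change of -60% or lower, but not beyond a set lower limit; inconclusive = change between -60% and -40%, or beyond the set limit; inactive = change above -40%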; note: % is set by controls: 0 for no effect and ±100 for the full control effect
D2 PAM: D2 dopamine receptor (human) potentiation | potentiation, % at 10 µM | 340,000 compounds, 0.34% hits | HEK293 T-REx D2, calcium flux, EC20 dopamine potentiation | P14416;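 active = potentiation over 3 SD above the plate norm, cut at about 30% in these data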; note: 0% is about no effect
Target sequence (P14416 whole entry, looked up): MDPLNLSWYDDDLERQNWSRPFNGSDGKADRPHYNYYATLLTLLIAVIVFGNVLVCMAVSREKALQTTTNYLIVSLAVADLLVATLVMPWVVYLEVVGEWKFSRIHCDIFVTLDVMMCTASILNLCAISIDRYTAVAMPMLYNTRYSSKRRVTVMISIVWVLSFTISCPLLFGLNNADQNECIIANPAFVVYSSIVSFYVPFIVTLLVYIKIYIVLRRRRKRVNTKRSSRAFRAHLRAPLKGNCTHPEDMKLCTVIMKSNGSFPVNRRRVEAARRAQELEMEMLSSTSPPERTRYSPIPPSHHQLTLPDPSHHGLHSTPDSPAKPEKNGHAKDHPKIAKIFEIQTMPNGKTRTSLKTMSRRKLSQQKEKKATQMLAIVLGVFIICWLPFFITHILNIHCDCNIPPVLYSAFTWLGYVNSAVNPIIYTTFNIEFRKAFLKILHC
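Calcium flux readout, no-wash dye, 1 read/s. Inducible HEK293 Trex D2 line, overnight 30 C. Compound alone 180 s (agonist flags), then EC20 dopamine, another 180 s to score potentiation.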
Vif-APOBEC3F blk: blocks the Vif interaction with APOBEC3F | 390,000 compounds, 0.2% hits | Potency, µM (doses to about 46.1 µM), inactives show top-dose activity, negative = active | HeLa A3F-eYFP + Vif (tagged APOBEC3F with the HIV-1 protein that degrades it), YFP fluorescence increase; note: potency is the fitted concentration of half-maximal effect; % of control where 0% means no effect; nearly all actives have a fitted effect of over 65% in size
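HeLa cells stably expressing Vif plus C-terminally eYFP-tagged A3F were seeded, incubated overnight at 37 deg C, dosed with compound, incubated overnight again at 37 deg C. Yellow fluorescence (Ex 488/Em 500-530) reported blocked Vif-mediated A3F-eYFP degradation.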
D1 ag: activates the human D1 dopamine receptor | P21728 | HEK293 T-REx D1 cells, calcium flux, agonist mode | activation, % at 2 µM | 360,000 compounds, 1% hits | AID 504660; in the data active = activation above about 30%; note: 0% is about no effect
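Agonism was scored from calcium flux recorded over 180 s (1 read/s) after pintool compound addition, following a 10-cycle baseline. Cells were inducible force-coupled HEK293 TREx D1, plated overnight at 30 C and loaded with no-wash calcium dye.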
GRP78 ERSR act: induces the endoplasmic reticulum stress response in human glioma cells; U87-MG GRP78 promoter luciferase reporter, 16 h; Potency, µM, without a hit: at the highest dose activation, usual class: activators; 420,000 compounds, 0.02% hits; AID 602332; note: potency is the fitted concentration of half-maximal effect; series mostly up to about 76 µM; % of control where 0% means no effect; nearly all actives have a fitted effect of over 35% in size
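Stably transfected U87-MG human glioma cells carrying a GRP78-based luminescent sensor were seeded at 1000 cells/well, pin-dosed with compounds and incubated 16 h. Luciferase reagent was then added, and end-point luminescence was read after 10 min at room temperature.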
RXFP1 agonist: agonists of human relaxin receptor RXFP1 | Q9HBX9 | Potency, µM (doses to about 57.5 µM), inactives show at the top dose activation, most hits filed as activators | 370,000 compounds, 0.3% hits | HEK293T-RXFP1 cAMP TR-FRET, 30 min; response scale: percent of porcine relaxin response, buffer zero; note: potency is the fitted concentration of half-maximal effect; % is set by controls: 0 for no effect and ±100 for the full control effect; nearly all actives have a fitted effect of over 60% in size; many of its hits are not listed in these tables
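Agonist response is measured as cAMP accumulation in an RXFP1-transfected HEK293T line under PDE4 inhibition. Values are scaled between buffer-only and 29 nM porcine relaxin, and EC50s come from standard Hill equation fits.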
Active calls of the source: *; ? = inconclusive; . = not tested or not shown. Unless noted, calls come from the whole dose curve; as a rule, active = well fitted curve in the direction sought with a large enough effect; inconclusive = small, poorly fitted or top-dose-only effect, or another doubt; inactive = no such curve, though single readings can be large; an effect the other way counts as inactive or inconclusive. An excerpt (hit frequency here may not be typical).

SMILES	Vif-A3G inh	D1 antag	D1 PAM	RXFP1 antag	D2 PAM	Vif-APOBEC3F blk	D1 ag	GRP78 ERSR act	RXFP1 agonist
O=C1CCc2cc(S(=O)(=O)N3CCCC3C(=O)N3CCN(c4ccccc4F)CC3)ccc2N1 (stereo not drawn)	-3%	-6	-3	10	-14	2%	2	-2%	1.9%
O=C(Cc1csc(Nc2nc(=S)[nH]c3ccccc23)n1)NCc1ccc(Cl)cc1	-4%	-97*	-12	-23	-16	3%	3	-5%	2.2%
COc1ccc(/C=C(/NC(=O)/C=C/c2ccccc2)C(=O)O)cc1	-3%	14	6	6	0	9%	-1	2%	0.4%
CCn1cc(C(=O)NCCCO)c(=O)c2cc(F)c(N3CCN(C)CC3)cc21	0%	7	0	0	-1	9%	3	0%	0.0%
O=C1c2ccccc2CN1Cc1ccccc1	-6%	1	-3	-16	10	13%	1	2%	1.6%
Cc1cc(C(=O)N/N=C/c2ccc([N+](=O)[O-])s2)n[nH]1	-15%	-3	2	-10	-7	25%	3	-7%	-0.9%
CCN(C(=O)COC(=O)CNC(=O)c1sc2ccccc2c1Cl)C1CCCCC1	0%	-10	-4	-4	5	8%	19	0%	18%
CCOC(=O)C1=C(O)/C(=C/c2cn(CC(=O)N3CCCC3)c3ccccc23)SC1=Nc1ccccc1	-24%	-9	-4	-7	.	?	32*	-1%	-0.1%
O=C(Cc1cccs1)N1CCN(c2ccc(F)cc2)CC1	-2%	10	-7	-9	0	0%	1	0%	-0.5%
CCOC(=O)c1c(NC(=O)c2ccnn2C)sc(C)c1C	-1%	12	-6	-2	27	1%	-2	-2%	0.7%
CCOC(=O)c1c(CN(C)C)n(C)c2ccc(OC(C)=O)cc12	0%	1	0	-15	-11	.	4	-7%	-0.9%
CCOC(=O)c1c(C)oc2c1c1c(c3ccccc32)OCN(Cc2ccccn2)C1	-5%	8	1	17	0	2%	-2	12%	2.1%
O=C1c2cccc(OCC(=O)N3N=C(c4cccs4)CC3c3ccc(F)cc3)c2CCN1Cc1cccnc1 (stereo not drawn)	1%	-1	-8	-14	-7	2%	4	-6%	-0.7%
O=C(CSc1nc2ccccc2nc1N1CCCC1)Nc1ccc(Cl)cc1	-3%	-16	-4	-15	-3	-5%	2	0%	7.8%
CCOC(=O)Cc1csc(NC(=O)CCc2ccc(S(=O)(=O)N3CCOCC3)cc2)n1	2%	-15	1	1	-2	-2%	5	-5%	1.8%
Cc1oc2ccc(O)c(CN3CCOCC3)c2c1C(=O)Nc1cccc(C(F)(F)F)c1	5%	0	0	-4	.	1%	-2	-5%	0.1%
Cc1ccnn1CC(=O)N/N=C/c1cn[nH]c1-c1ccccc1	1%	17	-2	-3	1	3%	3	-4%	-0.1%
O=C(COC(=O)c1n[nH]c2ccccc12)NC1CCCCC1	5%	.	.	-12	.	9%	.	3%	.
CCCN(Cc1ccc(C)cc1)C(=O)c1ccc(CNS(=O)(=O)c2ccc(C(C)=O)cc2)cc1	5%	-2	-2	5	-9	1%	3	5%	3.4%
CCOc1cc(C(C(=O)NCC2CCCO2)N(C(=O)Cn2nnc3ccccc32)c2ccccc2C(C)=O)ccc1O (stereo not drawn)	2%	-5	4	-11	-6	-4%	-1	6%	-3.3%
CCc1nc(SCC(=O)Nc2nnc(CC)s2)c2c(C)c(C)sc2n1	-1%	-11	-9	-13	9	-8%	3	-3%	0.5%
CCN1C(=O)C(O)(c2c[nH]c3ccccc23)c2cc(Br)ccc21 (stereo not drawn)	-4%	0	-3	.	2	-3%	0	0%	0.7%
C=CCNC(=S)NNC(=O)c1cccn(Cc2ccc(Cl)c(Cl)c2)c1=O	-11%	11	4	16	-2	2%	3	-3%	2.7%
CCOC(=O)CNC(=O)Cn1cnc2c(nnn2-c2ccc(C)cc2)c1=O	1%	-16	1	-19	11	-15%	3	0%	13%
Cn1cnc(S(=O)(=O)N2CCN(C(c3ccc(F)cc3)c3ccc(F)cc3)CC2)c1	-2%	0	-5	?	-4	5%	6	-3%	0.1%
O=C(NCCC1=CCCCC1)C(=O)NCC1OCCCN1S(=O)(=O)c1cc(F)ccc1F (stereo not drawn)	-4%	-10	1	-1	-2	-9%	6	-2%	3.7%
CC(C)C[C@H](NC(=O)N1CCCCCC1)C(=O)O	0%	1	8	3	-4	-20%	1	1%	1.1%
Cc1onc(-c2ccccc2)c1C(=O)N1CCN(c2ccccc2F)CC1	6%	10	-5	-14	-14	1%	3	-3%	0.9%
Cc1ccc(C(=O)N2c3ccc(F)cc3CCC2C)o1 (stereo not drawn)	5%	-11	-3	2	7	6%	2	-3%	2.1%
CCOC(=O)N1CCN(S(=O)(=O)c2ccc(C(=O)N(CCN(CC)CC)c3nc4c(C)cccc4s3)cc2)CC1	-2%	2	-3	-17	-13	2%	12	-4%	0.5%
CC(C)NC(=O)c1ccc(NC(=O)CC2SC(N3CCCCC3)=NC2=O)cc1 (stereo not drawn)	-2%	0	.	-2	.	0%	9	0%	-0.5%
COCCN(C(=O)C1CC(=O)N(Cc2ccc(C)cc2)C1)c1c(N)n(CC(C)C)c(=O)[nH]c1=O (stereo not drawn)	-6%	7	-4	2	0	-23%	1	-2%	2.5%
CCOCCCNC(=O)C1(O)c2cc(Br)ccc2NC(=O)N1c1ccc(CC)cc1 (stereo not drawn)	0%	10	-6	-4	-6	1%	2	-12%	0.2%
O=C(Nc1nn(Cc2ccccc2F)cc1Br)c1cccs1	-1%	3	-2	-24	3	0%	2	2%	0.1%
O=C(Nc1cccc(S(=O)(=O)C(F)F)c1)c1ccc(S(=O)(=O)N2CCOCC2)cc1	-1%	1	-10	5	-7	7%	5	-4%	1.1%
O=C(Cn1nnc(-c2ccc3c(c2)OCO3)n1)NCc1ccccc1	-5%	4	-1	-12	-3	-2%	4	-1%	9.0%
Cc1nc2ccccc2n1CC(=O)NC(C)C1CC2CCC1C2 (stereo not drawn)	-4%	5	6	-18	.	4%	1	-3%	0.8%
COc1ccccc1NC(=O)c1cc(S(=O)(=O)N2CCCCCC2)ccc1F	1%	-6	2	-9	0	-7%	4	6%	-1.7%
COc1ccc2c(c1)C(=NO)c1cc(OC)ccc1-2	-1%	2	2	-4	.	-4%	-4	-2%	-0.2%
CNc1nnc(-c2cc3ccccc3oc2=O)s1	-7%	11	-5	12	11	-9%	7	-8%	7.9%

Some entries already given with just D1 antag, GRP78 ERSR act and Vif-APOBEC3F blk.
mol | D1 antag | GRP78 ERSR act | Vif-APOBEC3F blk
O=C(Cn1nnc(-c2ccc3c(c2)OCO3)n1)NCc1ccccc1 | 4 | -1% | -2%
Cc1nc2ccccc2n1CC(=O)NC(C)C1CC2CCC1C2 (stereo not drawn) | 5 | -3% | 4%
CCOCCCNC(=O)C1(O)c2cc(Br)ccc2NC(=O)N1c1ccc(CC)cc1 (stereo not drawn) | 10 | -12% | 1%

Continuation:
SMILES	Vif-A3G inh	D1 antag	D1 PAM	RXFP1 antag	D2 PAM	Vif-APOBEC3F blk	D1 ag	GRP78 ERSR act	RXFP1 agonist
Cc1nc(N2CCCC2)ncc1C(=O)Nc1ccccc1	.	6	0	-2	6	.	-1	.	-0.5%
COc1ccc(/C=C(\C#N)c2cc(OC)c(OC)cc2[N+](=O)[O-])cc1	-4%	-5	0	-4	-16	-18%	0	-1%	-27%
CC(=O)c1ccc(NC(=O)CN2CCN(c3ccccc3)CC2)cc1	-8%	-16	-3	-3	-23	-7%	5	-2%	-0.3%
CCOC(=O)N/N=C/c1cn(CCCOc2ccc(C)cc2)c2ccccc12	-1%	-23	-5	.	-7	-24%	3	2%	0.4%
COC(C)(C)[C@@H](O)COc1c2ccoc2cc2oc(=O)ccc12	5%	12	-1	.	-2	-2%	-1	1%	-0.1%
CCCOc1cccc(-c2nc3ccccc3c(=O)o2)c1	-8%	1	2	-84*	0	-4%	0	2%	1.5%
CC(=O)Nc1ccc(S(=O)(=O)NCC(C)NS(=O)(=O)c2ccc(NC(C)=O)cc2)cc1 (stereo not drawn)	2%	-2	-3	-2	.	2%	3	-4%	1.7%
CC(=O)c1c(N)n(C)c(=O)n(C)c1=O	4%	1	-2	6	0	-1%	1	1%	6.8%
Cc1ccc2nc(Cn3cc(C(F)(F)F)ccc3=O)cc(=O)n2c1	0%	-4	-1	15	0	-17%	4	-5%	?
Cc1ccc(C(=O)C2CCN(CC(=O)NC3CCCCC3)CC2)cc1	0%	-13	3	9	.	-16%	1	-2%	0.2%
CCS(=O)(=O)c1ccc2oc(Nc3cccc(OC)c3)nc2c1	-5%	10	2	-13	6	?	0	11%	2.1%
Cc1nn2c(Nc3ccc(F)cc3)c3c(nc2c1-c1ccccc1)CCC3	-2%	-18	1	1	-4	-6%	3	-4%	0.4%
Cc1ccc(N2CC(C(=O)N3CCc4ccccc43)CC2=O)cc1 (stereo not drawn)	1%	-13	-3	-6	-6	0%	-1	-3%	0.8%
COCCCNC(=O)c1cnn(-c2ccc(F)cc2F)c1C1CCNCC1	1%	-16	-4	.	6	2%	2	-2%	2.8%
CC(C)(C)C(=O)Nc1nnc(COc2ccc(Cl)cc2)s1	-4%	11	3	-12	-10	-25%	2	0%	1.4%
Cc1c(Cl)cccc1NC(=O)C1CCCN(c2ncnc3onc(C)c23)C1 (stereo not drawn)	5%	-3	0	-5	7	-6%	10	0%	-1.0%
O=C1NCC(Nc2ccccc2)C(=O)N1 (stereo not drawn)	2%	.	.	6	.	-5%	.	-4%	.
Cc1ccc(CCNC(=O)C23CN(Cc4ccccc4)CC2C(c2ccc([N+](=O)[O-])cc2)=NO3)cc1 (stereo not drawn)	0%	3	-5	.	1	2%	2	-3%	0.3%
CC(=O)c1cc2c(=O)c3cc(C)ccc3oc2nc1C	4%	-12	-1	-3	0	6%	1	2%	4.0%
Cc1cc(OCC(=O)Nc2ccc(Br)cc2)cc2c1C(=O)CC(C)(C)O2	0%	2	-7	0	-3	0%	2	-4%	-1.6%
CNC(=O)Cn1c(C)cc(=O)c2cccc(OC)c21	1%	-3	3	3	14	2%	4	-2%	3.3%
